LMNA splice mod: changes lamin A minigene splicing in HeLa cells; hit rate 0.01% among 200,000; Potency, µM (top dose mostly 46.1 µM), without a hit: top-dose ratio change, negative = inhibition, usual class: inhibitors; HeLa LMNA splicing GFP/RFP minigene ratio, 48 h; AID 1487; active = well fitted inhibition curve with a large enough effect in the signal ratio, with a control signal flat, not every such curve was filed as active; inconclusive = small, poorly fitted or top-dose-only effect, or effect the other way, or a change in a side signal; the % refers to the signal ratio; also: potency is read from the fitted curve at half-maximal effect; % is scaled to controls: 0 for no effect and ±100 for the full control effect
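S3 HeLa stable clones carrying a lamin A-EGFP splicing minigene plus DsRed2 were seeded at 600 cells/well in Opti-MEM with 2% FBS, pin-dosed and incubated 48 h at 37°C. Acumen cytometry (488 nm) gave the GFP/RFP total-intensity ratio.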
NPSR antagonist: antagonists of human neuropeptide S receptor cAMP signaling. Potency, µM (series often up to 38.3 µM), for inactives: at the highest dose activity change, negative = inhibition, hits mostly inhibitors. hit rate 1% among 220,000. CHO-NPSR cells, cAMP TR-FRET, antagonist mode. Q6W5P4; also: potency is read from the fitted curve at half-maximal effect; % is scaled to controls: 0 for no effect and ±100 for the full control effect; nearly all actives have a fitted effect of over 50% in size; many of its hits are not listed in these tables
Target sequence (Q6W5P4 whole entry, looked up): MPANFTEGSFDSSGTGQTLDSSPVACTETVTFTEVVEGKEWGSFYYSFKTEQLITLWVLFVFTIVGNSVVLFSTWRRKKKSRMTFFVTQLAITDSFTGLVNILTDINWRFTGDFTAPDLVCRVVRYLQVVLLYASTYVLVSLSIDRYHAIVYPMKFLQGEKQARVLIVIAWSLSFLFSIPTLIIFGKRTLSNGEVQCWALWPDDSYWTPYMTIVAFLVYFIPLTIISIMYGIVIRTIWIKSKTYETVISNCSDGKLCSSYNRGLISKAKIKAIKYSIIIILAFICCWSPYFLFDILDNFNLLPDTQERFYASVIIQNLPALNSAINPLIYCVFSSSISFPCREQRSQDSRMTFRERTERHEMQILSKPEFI
KinaseGlo FLuc: Kinase-Glo luciferase inhibition (counter-screen); Kinase-Glo luciferase, ATP luminescence, 8 min; AID 1379; hit rate 0.28% among 200,000; Potency, µM (doses to about 38.3 µM), inactives show top-dose activity change, negative = inhibition, hits mostly inhibitors; also: potency is read from the fitted curve at half-maximal effect; % is scaled to controls: 0 for no effect and ±100 for the full control effect; nearly all actives have a fitted effect of over 60% in size
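Compound is pinned into ATP-containing buffer (10 uM ATP, imidazole pH 7.2, 7 mM MgCl2). Kinase-Glo luciferase reagent is then added. Light output is recorded following an 8-min room-temperature incubation.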
CBFb RUNX1 block: CBF-beta/RUNX1 interaction disruption. Q01196+Q13951. AlphaScreen CBFb-His/RUNX1-biotin binding, biochemical. Potency, µM (top dose mostly 59.8 µM), for the others: top-dose activity, negative = inhibition, most hits filed as inhibitors. 230,000 tested, under 10 active. AID 1477; also: % of control where 0% means no effect
Target sequence (Q01196 whole entry, looked up): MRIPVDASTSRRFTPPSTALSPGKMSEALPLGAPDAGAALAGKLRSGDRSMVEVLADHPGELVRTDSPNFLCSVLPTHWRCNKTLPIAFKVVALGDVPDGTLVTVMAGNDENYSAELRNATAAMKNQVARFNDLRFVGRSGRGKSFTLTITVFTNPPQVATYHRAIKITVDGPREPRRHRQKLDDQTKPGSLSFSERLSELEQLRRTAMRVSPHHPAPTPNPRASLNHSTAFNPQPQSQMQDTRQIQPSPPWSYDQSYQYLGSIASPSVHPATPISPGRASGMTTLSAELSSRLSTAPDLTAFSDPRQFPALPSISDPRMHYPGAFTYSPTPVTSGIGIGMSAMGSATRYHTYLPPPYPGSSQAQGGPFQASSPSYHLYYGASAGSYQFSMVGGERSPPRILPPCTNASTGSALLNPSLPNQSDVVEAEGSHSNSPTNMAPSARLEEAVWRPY
Target sequence (Q13951 whole entry, looked up): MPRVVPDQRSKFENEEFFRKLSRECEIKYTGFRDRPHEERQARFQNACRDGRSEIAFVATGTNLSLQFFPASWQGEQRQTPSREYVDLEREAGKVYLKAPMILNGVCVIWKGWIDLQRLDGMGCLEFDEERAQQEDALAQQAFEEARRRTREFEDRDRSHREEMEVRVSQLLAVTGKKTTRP
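Proteins preincubated together for 20 min at RT before compound addition; 15 min later, nickel and streptavidin beads were added and left 90 min prior to AlphaScreen measurement.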
aGal spleen mod: alpha-galactosidase A (human) modulation | P06280 | human spleen homogenate, 4MU-alpha-Gal fluorescence, 40 min | hit rate 0.008% among 240,000 | Potency, µM (top dose mostly 80 µM), for the others: at the top dose activity change, negative = inhibition, most hits filed as inhibitors;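 also: potency is read from the fitted curve at half-maximal effect; 0% = enzyme with vehicle and -100% = no enzyme basal signal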
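Fluorogenic readout (Ex 365/Em 440 nm) of 4-methylumbelliferone released from 1 mM 4-MU-alpha-galactoside by spleen homogenate, 40 min at 37C, pH 5.0. Data normalized to no-enzyme and enzyme controls; Hill-equation AC50 from compound titrations.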
IMPase Li cell: cell-permeable IMPase inhibitors with lithium potentiation; CHO-M1 cells, IP1 TR-FRET (IP-One), carbachol + lithium; hit rate 0.35% among 210,000; AID 1457; Potency, µM (top dose mostly 59.4 µM), for the others: top-dose activity, negative = IMPase inhibition, actives largely listed as inhibitors;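 also: IP1 builds up when IMPase is blocked and the TR-FRET signal falls; potency is read from the fitted curve at half-maximal effect; plate controls were basal vehicle for no effect and high inhibitor control for full effect; nearly all actives have a fitted effect of over 50% in size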
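Concentration–response in CHO-M1 cells, lithium-potentiated; 30 min at 37C. IP1 detected by competitive TR-FRET after 10 min lysis at RT. Hill-fitted AC50.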
Epigenetic derep: regulators of epigenetic silencing causing reporter derepression in mouse cells; murine LDR cells, GFP reporter derepression, 30 h; Potency, µM (top dose mostly 53.9 µM), without a hit: at the highest dose GFP activation, most hits filed as activators; hit rate 0.2% among 280,000; also: potency is read from the fitted curve at half-maximal effect; % of control where 0% means no effect; nearly all actives have a fitted effect of over 60% in size
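Murine LDR cells bearing a silenced CMV-driven GFP reporter were exposed to compound for 30 h at 37 C. After PBS washes, GFP-positive cells (20-120 um objects) counted by laser-scanning microplate cytometry.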
Starred values were filed as active, the others as inactive; ? = inconclusive; . = no result given; [ ] = another dose, or the depositor's remark. Unless noted, calls follow the shape of the dose curve; as a rule, active = well fitted curve in the direction sought with a large enough effect; inconclusive = small, poorly fitted or top-dose-only effect, or another doubt; inactive = no such curve, though single readings can be large; an effect the other way counts as inactive or inconclusive. Some of the compounds tested; rates above refer to the full screens.

entry	smiles	LMNA splice mod	NPSR antagonist	KinaseGlo FLuc	CBFb RUNX1 block	aGal spleen mod	IMPase Li cell	Epigenetic derep
1	Cc1cc(C)c(OCC(=O)Nc2nnn(C)n2)c(Br)c1	-15%	5%[46.1 µM]	0%	9%	5%	5%	0.1%
2	COC(=O)C1=C(C)OC(N)=C(C#N)C1c1ccc(OC)c(OC)c1OC (stereo not given)	-3%	-20%[46.1 µM]	-1%	4%	4%	5%[38.3 µM]	1.0%
3	Cc1nc(N2CCN(C(c3ccccc3)c3ccccc3)CC2)nc2c1C(=O)CCC2	5%	-24%[46.1 µM]	12%	-3%	2%	-12%[38.3 µM]	0.1%
4	O=C(CN1CCN(Cc2ccccc2)CC1)N/N=C/c1ccccc1F	.	-34%	.	15%	-13%	.	-3.6%
5	Cc1cc(NC(=O)CSc2nnc(-c3ccoc3C)o2)no1	2%	10%[46.1 µM]	-1%	-5%	-19%	6%[38.3 µM]	-1.5%
6	COc1ccc(CNC(=O)CCn2cccc2)cc1	3%	-6%[46.1 µM]	-3%	-4%	7%	4%[38.3 µM]	1.4%
7	Cc1nc(NC(=S)NC(=O)c2cccs2)ccc1Br	-2%	-8%	1%	-1%	-4%	-4%	-8.2%
8	CS(=O)(=O)N1CCC2(CC1)CN(C(=O)Nc1cccc(F)c1)C2	.	.	0%	.	-7%	1%	.
9	C/C(=N\n1cnnc1)c1ccc(C#N)cc1	?	18%	4%	15%	1%	6%	-2.3%
10	Cc1nc2scc(-c3ccccc3)c2c(=O)n1/N=C/c1ccco1	?	-1%[46.1 µM]	-2%	-2%	-24%	-4%[38.3 µM]	0.8%
11	O=C1/C(=C/c2ccncc2)SC(=S)N1C1CCS(=O)(=O)C1 (stereo not given)	?	9%[46.1 µM]	4%	-3%	-16%	14%[38.3 µM]	4.7%
12	CN(Cc1ccccc1NS(=O)(=O)c1ccc(Cl)cc1)C1CCCCC1	?	-16%	-2%	1%	6%	3%	-0.3%
13	CCOC(=O)C(C)NC(=O)Cn1ncc2c(=O)oc3ccc(C)cc3c21 (stereo not given)	.	9%	.	15%	2%	.	3.0%
14	CCSC1=N/C(=C\C=C2/Oc3ccccc3N2CC)C(=O)S1	.	-17%	.	?	4%	.	11µM*
15	COC(=O)c1cc(C(=O)OC)[nH]n1	.	-22%	10%	15%	5%	9%	1.9%
16	O=C(NCC(=O)N(c1cccnc1)C(C(=O)NC1CCCC1)c1cccs1)c1ccco1 (stereo not given)	17%[46 µM]	-7%	1%	8%	-3%	0%	2.4%
17	Cc1ccc(N2CCN(S(=O)(=O)N3CCOCC3)CC2)cc1C	.	19%	.	-5%	-3%	6%	0.0%
18	O=C(Nc1ccc2c(c1)oc1ccccc12)c1ccncc1	?	4%[46.1 µM]	-4%	-5%	4%	-5%[38.3 µM]	2.2%
19	O=C(Nc1ccc(Cl)cc1)c1ccc(OCC2CCCO2)cc1 (stereo not given)	.	15%	1%	-3%	-7%	1%	-3.0%
20	Cc1cc(C)c(S(N)(=O)=O)c(C)c1-n1cnnn1	-4%	-3%[46.1 µM]	1%	5%	1%	19%[38.3 µM]	-1.1%

Continued, overlapping the part above by 2 compounds.
entry	smiles	LMNA splice mod	NPSR antagonist	KinaseGlo FLuc	CBFb RUNX1 block	aGal spleen mod	IMPase Li cell	Epigenetic derep
19	O=C(Nc1ccc(Cl)cc1)c1ccc(OCC2CCCO2)cc1 (stereo not given)	.	15%	1%	-3%	-7%	1%	-3.0%
20	Cc1cc(C)c(S(N)(=O)=O)c(C)c1-n1cnnn1	-4%	-3%[46.1 µM]	1%	5%	1%	19%[38.3 µM]	-1.1%
21	CC(=O)Nc1ccc(OCC(=O)NCc2ccc3c(c2)OCO3)cc1	1%[46 µM]	0%	2%	-12%	8%	-1%	-0.3%
22	CCOC(=O)/C=C/COc1ccccc1[N+](=O)[O-]	?	8%	5%	-3%	7%	-6%	0.0%
23	CC(C)Cn1c(-c2ccco2)csc1=Nc1cccnc1	17%	-20%[46.1 µM]	-3%	-12%	-6%	8%[38.3 µM]	-1.2%
24	Nc1ccc(C(=O)Nc2ccccc2C(=O)O)cc1	-3%	-6%[46.1 µM]	-11%	-2%	3%	-7%[38.3 µM]	-1.6%
25	Cc1ccsc1/C=N/n1cnnc1	.	-12%	.	-2%	-6%	.	-2.9%
26	CCc1nnc(NS(=O)(=O)c2ccc(NC(=S)NC(=O)c3cccs3)cc2)s1	5%[46 µM]	28%	1%	12%	-18%	9%	2.5%
27	CC1(C)CC2CC(C)(CN2/C=N/c2sc3c(c2C#N)CC(C)(C)NC3(C)C)C1 (stereo not given)	.	?	.	-1%	6%	.	-2.1%
28	Nc1c(C(=O)c2cccs2)oc2ccccc12	-7%	-12%[46.1 µM]	-3%	12%	5%	-11%[38.3 µM]	-4.0%
29	O=C(Nc1ccc2c(c1)OCO2)C1CCN(C(=O)c2ccc(Cl)cc2)CC1	-4%[46 µM]	23%	2%	-2%	4%	6%	-1.3%
30	N=C(N)SCc1ccccn1	?	11%	-3%	2%	1%	9%	-0.7%
31	CCN(CC(=O)Nc1ccc(C)c(F)c1)CC(=O)NC(C)(C)C	.	3%	-6%	19%	-7%	1%	3.2%
32	O=C(O)CSCc1cn2cc(Cl)ccc2n1	10%	-9%[46.1 µM]	-2%	-2%	1%	0%[38.3 µM]	0.0%
33	COc1ccc(-c2coc3ccc(OC4OC(COC(C)=O)C(OC(C)=O)C(OC(C)=O)C4OC(C)=O)c(OC(C)=O)c3c2=O)cc1 (stereo not given)	.	.	1%	26%[21.7 µM]	12%	7%	9.9%
34	Cn1c(=O)c(=O)n(C)c2cc(S(=O)(=O)NCCOc3ccccc3Cl)ccc21	.	2%	-2%	9%	-1%	-2%	-4.2%
35	Cc1c(C#N)c(N=CN(C)C)c(C(=O)c2ccc(Br)cc2)n1-c1ccccc1	1%	-22%[46.1 µM]	1%	-13%	7%	34%[activator][38.3 µM]	-0.2%
36	COc1ccc(-n2c(N)c(C(=O)NCc3ccco3)sc2=S)cc1	-8%	-11%[46.1 µM]	1%	-11%	-6%	-7%[38.3 µM]	-1.4%
37	O=C(C1CCC1)N1CCc2cc(S(=O)(=O)Nc3ccc4c(c3)OCCO4)ccc21	9%[0.0737 µM]	-18%[46.1 µM]	5%	1%	3%	6%[38.3 µM]	-0.9%
38	O=C(N/N=C/c1ccccc1C(=O)O)c1ccc(COc2cccc3cccnc23)cc1	.	8%	-1%	-1%	2%	-7%	1.9%
39	CCCCSC1(SCCCC)N=C(N)C2(C#N)C(c3ccccc3)NC(C)=CC12C#N (stereo not given)	4%	-22%[46.1 µM]	-4%	1%	11%	6%[38.3 µM]	-1.1%
40	c1ccc(-n2c(SCc3nc(-c4cccs4)no3)nnc2-c2ccco2)cc1	-17%	?	3%	-7%	-1%	32%[activator][38.3 µM]	1.2%

Continuation.
entry	smiles	LMNA splice mod	NPSR antagonist	KinaseGlo FLuc	CBFb RUNX1 block	aGal spleen mod	IMPase Li cell	Epigenetic derep
41	Cc1c(S(=O)(=O)c2ccccn2)c(N)n(Cc2ccccc2)c1C	.	-2%	.	0%	3%	.	0.0%
42	O=C(NCCc1cn2ccccc2n1)C1CCCCC1	3%	-6%[46.1 µM]	-4%	8%	2%	16%[38.3 µM]	0.0%
43	CCn1c(=N)n(CCOc2ccc(OC)cc2)c2ccccc21	-10%	15%[46.1 µM]	.	11%	1%	.	-9.7%
44	O=c1c(-c2ccc(F)c(F)c2)nc2cncnc2n1C1CC1	-8%	.	.	.	8%	-6%	.
45	CC1CN(S(=O)(=O)c2cccs2)CC(C)O1 (stereo not given)	-1%	-2%[46.1 µM]	6%	-8%	13%	28%[38.3 µM]	-1.0%
46	COc1ccc(-c2nn(-c3ccccc3)cc2C(=O)Nc2nccs2)cc1OC	?	?	5%	-9%	3%	7%	-1.0%
47	CCOC(=O)/C(C#N)=C/C1=C(N2CCOCC2)CC(C)(C)OC1	.	13%	.	1%	1%	.	5.3%
48	O=C(c1cccs1)N1CCN=C1SCc1ccc(Cl)cc1	.	-42%	1%	11%	-14%	3%	-2.9%
49	Brc1ccc(/C=N/Nc2ncnc3c2cnn3Cc2ccccc2)cc1	16%	-7%[46.1 µM]	2%	-2%	-18%	7%[38.3 µM]	0.0%
50	CCn1nc(C)c(CNC(=O)CC2C(=O)NCCN2Cc2ccc(C)o2)c1C (stereo not given)	?	14%	-1%	4%	9%	3%	5.1%
51	CCC1(C)Cc2c(sc3c2c(=O)n(-c2ccccc2)c(=O)n3C)CO1 (stereo not given)	-2%	-24%[46.1 µM]	-2%	11%	-7%	-28%[38.3 µM]	-1.1%
52	O=C(COC(=O)CCCc1nc2ccccc2s1)NC(=O)NCc1ccco1	.	-3%	2%	3%	-15%	1%	-0.5%
53	COc1ccccc1C(=O)Nc1ccc(C(=O)O)cc1	-4%	-2%[46.1 µM]	1%	11%	-11%	-2%	-2.0%
54	CCOC(=O)C(=O)Nc1ccccc1C(N)=O	3%	-7%[46.1 µM]	-5%	2%	2%	11%[38.3 µM]	-1.0%
55	CCSC1=C(C#N)C(c2ccccc2Cl)C(C(=O)c2cccs2)C(O)(C(F)(F)F)N1 (stereo not given)	?	-24%[46.1 µM]	7%	-1%	-1%	45%[activator][38.3 µM]	-2.9%
56	Cc1nc(Cl)sc1C(=O)Nc1ccc(Cl)cc1	-1%	-16%	-2%	-4%	-6%	-10%	7.4%
57	O=C(NC(Cc1c[nH]c2ccccc12)C(=O)Nc1ccc(F)cc1)c1cccs1 (stereo not given)	?	-21%	1%	-13%	8%	-2%	0.0%
58	Cc1ccc(S(=O)(=O)Nc2ccc3nc(-c4cccn4C)[nH]c3c2)cc1	7%	-16%[46.1 µM]	-1%	?	21%	7%[38.3 µM]	2.9%
59	COC(=O)Cc1ccc(NC(=S)N2CCN(c3ccc(F)cc3)CC2)cc1	-25%	-10%[46.1 µM]	2%	-3%	-12%	11%	?
60	CCOC(=O)C1CCN(C(c2cc(OC)c(OC)c(OC)c2)c2sc3nc(C)nn3c2O)CC1 (stereo not given)	-10%	-7%[46.1 µM]	2%	2%	2%	17%[38.3 µM]	0.9%
61	CCOC(=O)C(CC)(CC)C(=O)/C=C/c1ccc(Br)cc1	?	?	-2%	-3%	10%	22%[38.3 µM]	0.4%
62	Oc1ccc(N=Nc2ccc3c(c2)OCCO3)c(O)c1	.	-9%	.	-27%	8%	.	1.4%
63	c1ccc2c(N3CCCCC3)ncnc2c1	-22%	11%[46.1 µM]	1%	2%	6%	17%[38.3 µM]	-1.1%
